Bioassay records (PubChem)
TRPN1 ag – zebrafish TRPN1 (NompC) channel agonism | actives 0.18% (n = 220,000) | activation, % at 3 µM | HEK293 zebrafish TRPN1-YFP, Fluo-8 calcium fluorescence; 100% = response to 87 µM carbachol;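 active means activation above its plate's cutoff, the mean activation of test wells on that plate plus 3 SD, cut at about 19% in these data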;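 further: 0% = DMSO alone and 100% = 87 µM carbachol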
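Control set: carbachol 87 µM as high control, DMSO as low control; system: HEK293 stable line with zebrafish TRPN1-YFP; read-out: % activation versus carbachol response; detection: intracellular calcium fluorescence with Fluo-8; doses: single test compound dose, 3 µM nominal, 0.3% DMSO; schedule: dye 1 h 37 °C plus 30 min RT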
NPY-Y1 PAM-ag – potentiates or activates human NPY-Y1 receptor | P25929 | NPY-Y1 expressing cells, potentiator/agonist activation | activation, % at 3.6 µM | actives 0.37% (n = 220,000) | AID 1304; in the data active means activation above about 33%, passing the limit was not always enough;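 further: cells stimulated with NPY at EC10 then isoproterenol at EC100; 0% = low agonist plus stimulus and 100% = saturating agonist plus stimulus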
Target sequence (P25929 whole entry, looked up): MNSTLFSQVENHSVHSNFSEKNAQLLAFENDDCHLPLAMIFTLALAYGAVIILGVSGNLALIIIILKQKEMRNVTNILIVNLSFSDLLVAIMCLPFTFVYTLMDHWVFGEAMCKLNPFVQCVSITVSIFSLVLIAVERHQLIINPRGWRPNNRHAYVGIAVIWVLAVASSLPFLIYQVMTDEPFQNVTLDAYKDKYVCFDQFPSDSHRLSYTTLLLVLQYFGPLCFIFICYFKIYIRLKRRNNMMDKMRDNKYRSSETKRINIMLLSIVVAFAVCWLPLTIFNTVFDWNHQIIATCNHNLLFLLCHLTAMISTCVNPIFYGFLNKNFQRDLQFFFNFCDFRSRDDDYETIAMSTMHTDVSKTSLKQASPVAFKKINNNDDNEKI
CHOP inhibitor – CHOP inhibition in unfolded protein response; CHO-K1 CHOP-promoter luciferase, tunicamycin-induced, 15-18 h; AID 2732; actives 3.8% (n = 220,000); inhibition, % at 10 µM;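 active means compounds that reduced the stress-induced luciferase reporter signal by more than about 70% of percent inhibition, limit read from the data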;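 further: 0% = tunicamycin plus vehicle and 100% = wells without tunicamycin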
TRPML3 ag – human mucolipin-3 channel agonism. actives 0.29% (n = 220,000). HEK293 TRPML3-YFP, Fluo-8 calcium fluorescence; 100% = the carbachol control signal. Q8TDD5. activation, % at 3 µM;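 active means activation above its plate's cutoff, the mean activation of the plate's test wells plus 3 SD, cut at about 12% in these data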;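 further: 0% = DMSO only wells and 100% = carbachol wells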
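system = HEK293 cells stably carrying human TRPML3-YFP | doses = one concentration, 3 µM nominal, 0.3% DMSO | timing = dye loading 1 h 37 °C then 30 min ambient, 125 s read | detection = Fluo-8 calcium dye fluorescence, ex 470-495, em 515-575 nm | benchmarks = high control carbachol 87 µM, low control DMSO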
NPY Y1 blocker – blocks the human neuropeptide Y Y1 receptor; P25929; HEK293-CNG Y1 cells, membrane potential fluorescence; NPY at EC95, then isoproterenol; inhibition, % at 3.6 µM; actives 1% (n = 200,000);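 active means inhibition above the campaign mean inhibition of all tested compounds plus 3 SD, cut at about 20% in these data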;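 further: 0% = DMSO wells given NPY plus isoproterenol and 100% = isoproterenol alone without NPY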
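material = HEK293 cells with Y1 receptor plus CNG channel | also added = NPY 25 nM then isoproterenol 1 µM plus Ro 20-1724 25 µM | schedule = dye 3 h, compound 60 min room temperature, stimulation 45 min | measured by = membrane potential fluorescence | benchmarks = high control isoproterenol alone, low control NPY with isoproterenol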
NPY2 pot ag – potentiates or activates human NPY-Y2 receptor; activation, % at 3.6 µM; actives 0.45% (n = 220,000); cells expressing NPY-Y2, potentiator/agonist read-out; P49146; AID 1359; in the data active means activation above about 27%;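 further: cells stimulated with NPY near EC25 plus isoproterenol at EC100; 0% = vehicle plus submaximal agonist and 100% = vehicle plus saturating agonist; some results beyond the cut were filed as inactive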
EP2 mod – modulators of human EP2 prostaglandin E2 receptor; P43116; EP2-expressing cells, cAMP HTRF FRET, PGE2 co-stimulation; induction, % at 25 µM; actives 0.83% (n = 260,000); AID 940;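 active means compounds whose cAMP rise, as percent of the full-agonist control response, exceeds 60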;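 further: rat C6 glioma line stably carrying human EP2 under a CMV promoter; the protocol text gives 20 µM as final concentration; 100% = response of wells given 1 µM PGE2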
S1P4 ag – agonists of human S1P4 receptor. S1P4-expressing cell line, agonist reporter assay. activation, % at 4.98 µM. AID 1509. O95977. actives 0.35% (n = 220,000); in the data active means activation above about 11%;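 further: 0% = DMSO vehicle and 100% = reference agonist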
Target sequence (O95977 whole entry, looked up): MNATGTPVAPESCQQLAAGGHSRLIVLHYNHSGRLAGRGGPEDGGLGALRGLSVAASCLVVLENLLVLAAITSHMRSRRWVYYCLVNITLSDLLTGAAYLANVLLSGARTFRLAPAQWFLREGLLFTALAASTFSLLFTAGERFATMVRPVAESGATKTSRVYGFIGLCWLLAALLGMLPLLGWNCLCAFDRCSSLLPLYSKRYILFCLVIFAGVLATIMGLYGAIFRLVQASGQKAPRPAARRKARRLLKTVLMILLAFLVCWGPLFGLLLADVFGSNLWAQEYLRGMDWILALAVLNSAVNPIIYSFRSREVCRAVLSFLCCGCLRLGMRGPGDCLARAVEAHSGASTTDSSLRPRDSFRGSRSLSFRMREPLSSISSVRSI
S1P4 antagonist – blocks the human S1P4 receptor. O95977. S1P4-expressing cells, antagonist mode, reporter read-out. inhibition, % at 4.98 µM. actives 0.26% (n = 220,000). AID 1510; in the data active means inhibition above about 29%;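 further: 0% = wells stimulated with agonist and 100% = vehicle wells without agonist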
* hit, by the source's call; · = not tested or not shown; & = joins results of further samples.

compound	TRPN1 ag	NPY-Y1 PAM-ag	CHOP inhibitor	TRPML3 ag	NPY Y1 blocker	NPY2 pot ag	EP2 mod	S1P4 ag	S1P4 antagonist
Cc1cc(C)n(CCNC(=O)c2cc(COc3ccc(F)cc3Cl)on2)n1	1.7	29.5	2.7	1.1	-6.1	-3.0	-43.6	0.9	-11.0
CSc1cccc(NC(=O)N2CCN(C)CC2)c1	1.3	6.2	-7.4	0.7	·	3.8	5.3	-0.7	8.3
Cc1cccc(-c2noc(CCCC(=O)Nc3cccnc3)n2)c1	1.7	-3.7	46.0	0.7	-0.2	5.2	-23.6	0.3	-6.4
CCN(CC)c1ccc2cc(S(=O)(=O)c3ccc(C)cc3)c(=O)oc2c1	0.7	5.6	22.4	-0.3	7.3	7.5	8.6	1.8	-9.9
CC1(C)Cc2c(C#N)c(SCC(=O)c3ccccc3)nc(N3CCCC3)c2CO1	0.0	-11.5	·	0.6	-4.0	-10.4	·	2.1	-12.9
COCc1ccc(CN2CCCC(CO)(Cc3ccccc3C)C2)o1 (stereo not drawn)	-0.2	4.7	6.6	0.2	1.8	-18.1	-47.9	0.6	-4.9
O=C(NCc1ccco1)c1c2c(nc3ccccc13)CCC2	0.1	-9.7	-4.1	0.7	-0.8	21.2	-0.1	1.6	7.5
CC1=CC(C)(C)N(C(=O)CNC2CCCC2)c2cc(C)ccc21	-0.8	6.4	38.9	-0.5	5.8	2.7	31.7	-0.4	-7.2
CCN(CC(=O)Nc1c(C(=O)OC)[nH]c2ccc(Cl)cc12)c1ccc2c(c1)OCO2	-0.3	17.4	58.3	0.8	-4.6	15.5	-22.7	0.4	2.6
CCOC(=O)NC(NCCc1ccccc1)(C(F)(F)F)C(F)(F)F	-0.3	5.6	70.5*	0.8	16.1	0.8	-20.5	-0.6	0.6
COC(=O)c1c(-c2ccccc2)csc1NC(=O)C1CC=CCC1C(=O)O (stereo not drawn)	0.8	-23.4	-6.4	0.5	4.0	-10.7	29.0	0.2	3.5
CCc1ccc(C2C(C#N)=C(N)Oc3n[nH]c(CC(=O)OC)c32)cc1 (stereo not drawn)	1.6	9.7	23.7	0.1	1.6	-3.0	-57.2&-6.1	1.9	-8.4
COCc1[nH]nc2c1C1(C(=O)Nc3ccc(F)cc31)C(C#N)=C(N)O2 (stereo not drawn)	1.1	-1.5	19.1	0.8	8.8	14.3	2.5	0.3	-14.4
COC(=O)C1=NN(c2cccc3ccccc23)C2C(=O)N(c3ccccc3OC)C(=O)C12 (stereo not drawn)	-0.7	24.1	14.5	0.9	·	2.8	8.2	-0.9	6.0
O=C(CN1C(=O)C(=O)N(Cc2ccco2)C1=O)NC1CCCCC1	0.1	2.7	18.6	-0.4	2.2	-1.2	15.4	0.7	18.0
Cc1cc(C)n2nc(SCC(=O)N3CCc4ccccc43)nc2n1	-0.6	0.5	20.3	0.9	-1.7	-1.0	-11.0	0.1	-13.0
Cc1cc(C)n(-c2ccc([N+](=O)[O-])cc2)n1	-0.8	-16.6	1.5	0.4	-3.4	-7.4	19.1	3.3	-10.6
CCC(=O)Nc1nnc(SCC(=O)N2c3ccccc3CC2C)s1 (stereo not drawn)	-0.8	3.5	25.2	-0.5	-5.0	14.7	-0.7	0.3	0.5
C#CCn1c(O)c(N=NC(=O)C(O)c2ccccc2)c2ccccc21 (stereo not drawn)	-1.1	19.5	3.0	-0.9	·	8.5	-1.7	0.9	5.9
CC(C)CCc1noc(CN2CCN(CC(=O)NC(C)C)CC2)n1	0.4	5.5	4.6	0.2	·	22.9	-28.2	0.8	1.8

Part of the list above in order of length of the SMILES, rising:
compound	TRPN1 ag	NPY-Y1 PAM-ag	CHOP inhibitor	TRPML3 ag	NPY Y1 blocker	NPY2 pot ag	EP2 mod	S1P4 ag	S1P4 antagonist
O=C(NCc1ccco1)c1c2c(nc3ccccc13)CCC2	0.1	-9.7	-4.1	0.7	-0.8	21.2	-0.1	1.6	7.5
Cc1cc(C)n(-c2ccc([N+](=O)[O-])cc2)n1	-0.8	-16.6	1.5	0.4	-3.4	-7.4	19.1	3.3	-10.6
CCC(=O)Nc1nnc(SCC(=O)N2c3ccccc3CC2C)s1 (stereo not drawn)	-0.8	3.5	25.2	-0.5	-5.0	14.7	-0.7	0.3	0.5
CC1=CC(C)(C)N(C(=O)CNC2CCCC2)c2cc(C)ccc21	-0.8	6.4	38.9	-0.5	5.8	2.7	31.7	-0.4	-7.2
O=C(CN1C(=O)C(=O)N(Cc2ccco2)C1=O)NC1CCCCC1	0.1	2.7	18.6	-0.4	2.2	-1.2	15.4	0.7	18.0
COC(=O)c1c(-c2ccccc2)csc1NC(=O)C1CC=CCC1C(=O)O (stereo not drawn)	0.8	-23.4	-6.4	0.5	4.0	-10.7	29.0	0.2	3.5
CCN(CC)c1ccc2cc(S(=O)(=O)c3ccc(C)cc3)c(=O)oc2c1	0.7	5.6	22.4	-0.3	7.3	7.5	8.6	1.8	-9.9
COCc1[nH]nc2c1C1(C(=O)Nc3ccc(F)cc31)C(C#N)=C(N)O2 (stereo not drawn)	1.1	-1.5	19.1	0.8	8.8	14.3	2.5	0.3	-14.4
CCN(CC(=O)Nc1c(C(=O)OC)[nH]c2ccc(Cl)cc12)c1ccc2c(c1)OCO2	-0.3	17.4	58.3	0.8	-4.6	15.5	-22.7	0.4	2.6

Next section:
compound	TRPN1 ag	NPY-Y1 PAM-ag	CHOP inhibitor	TRPML3 ag	NPY Y1 blocker	NPY2 pot ag	EP2 mod	S1P4 ag	S1P4 antagonist
Cc1ccc(/C=C/C(=O)NCCCc2ccccc2)cc1	-0.7	-50.8	17.0	0.1	36.7*	-33.8	-13.7	-1.9	2.4
C(=C\c1nc2ccccc2[nH]1)/c1ccccc1	-1.4	3.8	32.0	-0.6	0.5	-18.3	1.1	-0.4	0.8
CCOC(=O)N1CCN(C(=O)CCCn2c(=S)[nH]c3ccccc3c2=O)CC1	0.4	-12.7	55.5	-0.3	-3.1	4.5	10.8	-1.5	-20.5
Cc1cc2nn(-c3ccccc3)nc2cc1NC(=O)c1cccs1	0.9	15.8	-14.9	0.1	-3.0	12.3	-9.5	0.9	-0.6
CCN1CCN(C(=O)CN(C)S(=O)(=O)c2ccc(OC)c(C)c2)CC1	-0.7	8.9	-0.5	0.2	3.5	-4.7	-7.1	-1.1	-49.1
CC(C)C(=O)NC(c1ccco1)c1c(O)ccc2ccccc12 (stereo not drawn)	-1.1	19.2	23.9	-1.3	-10.7	12.9	-6.5	-2.2	-11.8
CCC(=O)NC(c1ccc(C)cc1)c1cc([N+](=O)[O-])c2cccnc2c1O (stereo not drawn)	1.2	-20.1	23.2	0.9	7.8	-10.3	12.5	-0.9	-22.4
Cc1cc(C)cc(NC(=S)N(CCN(C)C)C(C)c2cccnc2)c1 (stereo not drawn)	-1.3	10.7	5.3	0.6	-0.8	5.5	-30.7	1.1	-21.5
COc1ccc(CCN2C(=O)C3C4C=CC(C3C2=O)C2C(=O)N(CCc3ccc(OC)c(OC)c3)C(=O)C42)cc1OC (stereo not drawn)	7.8	15.4	16.9	3.6	10.7	22.0	-4.3	-2.9	-14.0
CCOC(=O)CC(NS(=O)(=O)Cc1ccccc1)c1ccc(C)cc1 (stereo not drawn)	0.8	7.7	10.0	-0.2	5.9	10.0	22.7	0.5	-5.8
COc1ccc(CC(NC(C)=O)C(=O)NC2CCN(c3nnnn3-c3ccccc3)CC2)cc1 (stereo not drawn)	0.4	14.0	26.0	0.5	-2.2	-4.6	17.9	0.4	-5.6
CCN(CC)CCn1c2ccc(F)cc2c2nc(C)sc21	1.0	-31.7	12.6	-0.4	5.7	-1.7	-10.0	3.5	9.2
COC(=O)c1cc(=O)n(Cc2ccc3c(c2)OCO3)c(=Nc2ccc(F)cc2)s1	0.3	-9.3	-22.1	0.9	-2.9	-9.8	20.6	3.4	-17.6
Cc1ccc(-n2c(C)c3c(C)nnc(C)c3c2C)cc1N	0.3	7.5	-14.7	0.6	-4.0	2.3	-6.9	0.9	-14.9
O=C(OCCCN1C(=O)c2ccccc2C1=O)c1ccco1	0.0	-16.2	3.5	0.7	-2.8	2.7	12.0	-0.1	-29.1
CSc1nnc2c(n1)OC=Nc1ccccc1-2	-1.1	-7.0	2.0	0.2	2.6	0.8	26.1	-0.4	-2.8
Cc1cc(N2CCN(c3ccccn3)CC2)n2nc(C)nc2n1	-0.7	-8.6	·	0.5	-5.7	7.0	·	0.0	-7.6
O=C1[C@H]2[C@@H](C(=O)N1c1cccc3ccccc13)C1(C(=O)c3ccccc3C1=O)N1CCC[C@@H]21	-0.9	-12.3	15.1	0.6	-7.3	4.6	5.2	-2.5	-13.4
O=C(COC(=O)C1=COCCO1)Nc1ccc(Oc2ccccc2)cc1	-0.7	4.8	13.5	1.1	-3.1	7.6	-15.5	2.1	9.0
C=CCOC(=O)C1=C(C)NC(C)=C(C(=O)OCC=C)C1c1ccco1	-2.9	36.9	8.8	-1.9	·	31.6	21.4	0.1	-4.6
COc1ccccc1CNC(=O)CCn1c(=O)[nH]c2ccsc2c1=O	-0.3	-4.3	22.6	0.6	-0.2	-12.2	13.6	1.2	-21.5
